Screening results: PubChem, National Center for Advancing Translational Sciences (NCATS)
HTT cytoprotect = protects HTT-Q103 PC12 cells, measured by ATP | AID 1471 | hit rate 0.14% among 230,000 | PC12 HTT-Q103 induced, cytoprotection, ATP luminescence, 40 h | Potency, µM (highest dose often 56.4 µM), without a hit: cytoprotection (ATP increase), usual class: activators;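 further: % of control where 0% means no effect; nearly all actives have a fitted effect of over 45% in size; toxic huntingtin expression switched on by the ecdysone agonist tebufenozide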
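Rat PC12, Q103 Htt exon1-GFP fusion, ecdysone promoter; tebufenozide inducer 100 nM final; compound titration; qHTS, 1500 cells/well; ATPlite luminescent read.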
aGal spleen mod = inhibitors or activators of human alpha-galactosidase in spleen homogenate; human spleen homogenate, 4MU-alpha-Gal fluorescence, 40 min; Potency, µM (titrated, usually from 80 µM), inactives show top-dose activity change, negative = inhibition, actives largely listed as inhibitors; hit rate 0.008% among 240,000;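 further: 0% = enzyme with vehicle and -100% = no enzyme basal signal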
Target sequence (P06280 32-429 limits assumed): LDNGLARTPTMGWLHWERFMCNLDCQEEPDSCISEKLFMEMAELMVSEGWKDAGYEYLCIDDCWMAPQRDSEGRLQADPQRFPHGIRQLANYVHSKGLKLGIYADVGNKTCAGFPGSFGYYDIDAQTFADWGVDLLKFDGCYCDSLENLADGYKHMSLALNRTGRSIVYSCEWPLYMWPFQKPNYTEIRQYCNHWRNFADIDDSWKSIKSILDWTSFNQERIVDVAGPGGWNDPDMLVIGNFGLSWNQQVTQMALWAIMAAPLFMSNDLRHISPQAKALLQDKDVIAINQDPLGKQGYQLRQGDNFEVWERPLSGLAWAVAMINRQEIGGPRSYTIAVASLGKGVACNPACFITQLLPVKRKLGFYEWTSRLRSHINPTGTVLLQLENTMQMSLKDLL
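Human spleen homogenate (1 ug) as enzyme source, 4-methylumbelliferyl-alpha-D-galactopyranoside 1 mM final, citrate/phosphate pH 5.0 with 0.01% Tween-20. Compounds 40 min at 37C, NaOH/glycine stop; fluorescence Ex 365/Em 440, Hill-fit AC50.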
GAA glycogen mod = alters human alpha-glucosidase cleavage of glycogen; P10253; recombinant GAA, glycogen substrate, Amplex Red glucose oxidase fluorescence; Potency, µM (titrated, usually from 76.4 µM), inactives show top-dose activity change, negative = inhibition, usual class: inhibitors; hit rate 0.38% among 300,000;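 further: 0% = full enzyme reaction and -100% = no-enzyme basal signal; the screen sought inhibitors and activators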
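Recombinant enzyme (4 nM final) with compounds titrated up to 77 uM and bovine liver glycogen (30 ug) in citrate pH 5.0, 0.01% Tween-20, 37 C 40 min. Released glucose detected by Amplex Red/glucose oxidase (Ex 573/Em 610); AC50 from Hill fits.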
Tau fluor cs = counter-screen for tau fibril formation inhibitors; tau K18 P301L Alexa594 fluorescence, heparin fibrillization; hit rate 0.93% among 280,000; Potency, µM (doses to about 57.7 µM), for the others: top-dose activity change, negative = decrease; further: on the % scale 0 is the no-effect control and ±100 the full control effect; nearly all actives have a fitted effect of over 55% in size
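Human K18 P301L tau (15 uM unlabeled plus 0.24 uM Alexa 594-labeled, final) in 100 mM sodium acetate pH 7 was mixed with compound and 20 uM heparin and incubated 6 hr at 37 C.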
Tau fibril FP = blocks human tau fibril formation measured by polarization. P10636. K18 P301L tau heparin fibrillization, Alexa594 FP, 6 h. Potency, µM (highest dose often 57.7 µM), for inactives: top-dose activity, negative = inhibition, most hits filed as inhibitors. hit rate 0.39% among 280,000. AID 1468; further: on the % scale 0 is the no-effect control and ±100 the full control effect; nearly all actives have a fitted effect of over 55% in size
Target sequence (P10636 561-689 P618L limits assumed): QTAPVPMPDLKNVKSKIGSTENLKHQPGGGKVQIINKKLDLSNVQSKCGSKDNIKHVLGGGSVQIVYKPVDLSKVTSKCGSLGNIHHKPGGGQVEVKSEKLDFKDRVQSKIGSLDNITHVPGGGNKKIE
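Compound effects on tau fibrillization are measured by Alexa 594 fluorescence polarization (ex 555, em 632 nm). K18 P301L tau is used at 15 uM with 0.24 uM labeled tracer, and 20 uM heparin induces aggregation over 6 hr at 37 C.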
Tau fibril ThT = blocks human tau fibril formation measured by thioflavin T. hit rate 2.1% among 270,000. Potency, µM (titrated, usually from 57.4 µM), without a hit: at the highest dose activity, negative = inhibition, actives largely listed as inhibitors. AID 1460. recombinant tau K18 P301L (four-repeat tau fragment), heparin-induced fibrillization, ThT fluorescence; further: on the % scale 0 is the no-effect control and ±100 the full control effect; nearly all actives have a fitted effect of over 55% in size
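Recombinant human tau K18 fragment […] carrying P301L, 15 uM unlabeled plus 0.24 uM Alexa 594-labeled, was fibrillized with 20 uM heparin in 100 mM sodium acetate pH 7 for 6 hr at 37 C; 30 uM ThT fluorescence read after 1 hr.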
GAA inhib = blocks human lysosomal alpha-glucosidase. P10253. purified human GAA, 4-MU-alpha-glucoside fluorescence. Potency, µM (top dose mostly 76.9 µM), inactives show at the highest dose activity change, negative = inhibition, most hits filed as inhibitors. hit rate 0.005% among 200,000. AID 1466;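 further: plate controls were uninhibited enzyme wells for no effect and no-enzyme background for full effect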
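Fluorogenic assay: 4 nM human alpha-glucosidase with 400 uM 4-methylumbelliferyl-alpha-D-pyranoside in 50 mM citrate/phosphate, 0.005% Tween-20, pH 5.0, 20 min at room temperature. Compounds tested up to 77 uM; AC50 from Hill fits.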
aGlu spleen mod = lysosomal alpha-glucosidase (human) modulation; P10253; human spleen homogenate, 4-MU-alpha-glucoside fluorescence; Potency, µM (highest dose often 79.9 µM), inactives show at the top dose activity change, negative = inhibition, usual class: inhibitors; hit rate 0.006% among 240,000;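 further: 0% = enzyme with vehicle and -100% = no enzyme basal signal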
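Human spleen homogenate (1 ug) incubated with compounds and 1 mM 4-methylumbelliferyl-alpha-D-glucopyranoside in pH 5.0 citrate/phosphate buffer, 37 C, 40 min. Stopped at pH 10; 4-MU fluorescence (Ex 365/Em 440 nm); AC50 by Hill fit.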
The depositor's hits bear a star; ? = inconclusive; · = not tested or not shown; [ ] = remark or other dose. The call rests on the fitted dose curve; in most records, active means well fitted curve in the direction sought with a large enough effect; inconclusive means small, poorly fitted or top-dose-only effect, or another doubt; inactive means no such curve, though single readings can be large; an effect the other way counts as inactive or inconclusive. Potency means the concentration at half of the fitted maximal effect.

The first two compounds as a preview:
SMILES	HTT cytoprotect	aGal spleen mod	GAA glycogen mod	Tau fluor cs	Tau fibril FP	Tau fibril ThT	GAA inhib	aGlu spleen mod
COc1ccccc1CN(CC(=O)NCc1ccc2c(c1)OCO2)C(=O)c1ccc2c(c1)OCCO2	-15%[10 µM]	-3%	1%	-8%	3%	-8%	-1%	-12%
COc1ccc(OC)c(NS(=O)(=O)c2cc(OC)ccc2OC)c1	12%	4%	2%	-12%	-5%	-5%	3%	-3%

Results, previewed entries included:
SMILES	HTT cytoprotect	aGal spleen mod	GAA glycogen mod	Tau fluor cs	Tau fibril FP	Tau fibril ThT	GAA inhib	aGlu spleen mod
COc1ccccc1CN(CC(=O)NCc1ccc2c(c1)OCO2)C(=O)c1ccc2c(c1)OCCO2	-15%[10 µM]	-3%	1%	-8%	3%	-8%	-1%	-12%
COc1ccc(OC)c(NS(=O)(=O)c2cc(OC)ccc2OC)c1	12%	4%	2%	-12%	-5%	-5%	3%	-3%
COc1ccc(N2CCN(CCNC(=O)Nc3ccc(Cl)cc3)CC2)cc1	25%[10 µM]	6%	24%	-21%	16%	-15%	-3%	-2%
CN(C)CCSc1nnc2sc3ccccc3n12	12%	-4%	1%	4%	-2%	-3%	1%	2%
CN1C(=O)S/C(=C\c2ccc(-n3cncn3)cc2)C1=O	8%[10 µM]	-7%	17%	-2%	-10%	-15%	·	-2%
CC(C)C(=O)NC(CC(=O)O)c1ccccc1 (stereo not drawn)	9%[10 µM]	0%	4%	-5%	-7%	-5%	·	1%
Cc1nn(CCC#N)c(C)c1Oc1ccccc1O	28%[10 µM]	2%	1%	27%	-1%	·	·	3%
COc1cccc(-c2nc(-c3ccccn3)no2)c1	-80%[inhibitor][10 µM]	3%	7%	-7%	-6%	-19%	3%	-5%
N#Cc1c(SCC(=O)OCc2ccccc2)nsc1SCC(=O)OCc1ccccc1	-3%	-5%	1%	?	2%	-14%	?	0%
Cc1ccc(CN(C(=O)Cc2cccs2)C(C(=O)NC2CCCC2)c2ccncc2)cc1 (stereo not drawn)	-4%[10 µM]	-5%	-10%	-4%	4%	-4%	4%	-15%
O=C(NC1(C(F)(F)F)OCCO1)c1ccc(F)cc1	-9%	7%	7%	1%	-1%	3%	?	-2%
O=C(O)c1cc([N+](=O)[O-])ccc1NCCc1ccccc1	4%[10 µM]	1%	4%	4%	9%	?	·	-5%
COCCn1nnnc1CN1CCC(O)(c2cccc(C(F)(F)F)c2)CC1	3%	-1%	1%	-6%	-2%	-3%	7%	-1%
O=C(CN(C(=O)CNC(=O)c1ccco1)c1ccc(Cl)c(Cl)c1)NC1CCCCC1	-4%[10 µM]	2%	5%	-6%	3%	3%	-27%	1%
COc1ccc(-c2nn(-c3ccccc3)cc2/C=N/Nc2ccccn2)cc1	-17%	1%	22%	-17%	2%	5%	5%	-16%
O=c1cc(-c2ccc([N+](=O)[O-])cc2)nc2cc(-c3ccc(Cl)cc3)[nH]n12	-21%[10 µM]	1%	0%	?	-1%	2.2µM*	-21%	-6%
CCN(C(=O)CSc1nnc(-c2ccncc2)n1C)C1CCS(=O)(=O)C1 (stereo not drawn)	-4%	-5%	2%	-1%	0%	3%	-4%	0%
Cn1nc(NC(=O)CC23CC4CC(CC(C4)C2)C3)c2c(F)cccc21	-19%[10 µM]	3%	-4%	-15%	-5%	·	·	-1%
CCOC(=O)C1=C(c2ccccc2)NC(=S)NC1c1cccc([N+](=O)[O-])c1 (stereo not drawn)	11%[10 µM]	0%	11%	-14%	2%	-7%	-4%	-3%
C=CCNC(=O)C1CC=CCC1C(=O)O (stereo not drawn)	-10%	-1%	9%	-1%	-3%	-5%	-4%	-4%

A few values from the entries so far:
Tau fibril ThT, `COc1ccc(-c2nn(-c3ccccc3)cc2/C=N/Nc2ccccn2)cc1` : 5%
HTT cytoprotect, `O=C(NC1(C(F)(F)F)OCCO1)c1ccc(F)cc1` : -9%
GAA inhib, `O=c1cc(-c2ccc([N+](=O)[O-])cc2)nc2cc(-c3ccc(Cl)cc3)[nH]n12` : -21%

Additional results:
SMILES	HTT cytoprotect	aGal spleen mod	GAA glycogen mod	Tau fluor cs	Tau fibril FP	Tau fibril ThT	GAA inhib	aGlu spleen mod
COc1cccc(NC(=O)Cn2nc(Cc3cccnc3)c3ccccc3c2=O)c1	2%	-1%	-18%	-15%	-11%	-3%	?	-12%
O=C(c1cnn2c(C(F)F)cc(-c3ccccc3)nc12)N1CCN2CCCC2C1 (stereo not drawn)	-12%	10%	4%	-2%	-3%	-1%	-7%	1%
Cc1ccc2nc(C(C)O)[nH]c2c1 (stereo not drawn)	-1%	-5%	-2%	-5%	-4%	-1%	-3%	-10%
Cc1ccc(S(=O)(=O)N2CCOCC2)cc1C(=O)Nc1cccc(S(=O)(=O)N2CCCC2)c1	?	-18%	-10%	-8%	8%	0%	-18%	-22%
O=C1CCCc2ccccc2N1Cc1ccc(Cl)cc1Cl	5%[10 µM]	8%	1%	-7%	3%	-9%	4%	-5%
Cc1occc1-c1nnc(SCC(=O)c2ccccc2)n1CC1CCCO1 (stereo not drawn)	1%	-4%	-1%	7%	-10%	2%	?	-4%
Cc1ccc2cc(CN(Cc3cccs3)C(=O)c3ccco3)c3nnnn3c2c1C	-24%[10 µM]	2%	0%	7%	7%	9%	1%	-7%
O=C1/C(=C/c2ccc(F)c(F)c2)CSc2sccc21	11%	7%	-8%	-16%	-10%	-7%	2%	-1%
COc1ccc(C2C(C(=O)OCC(=O)NC(C)(C)C)CCC(=O)N2c2ccc(C)cc2)cc1OC (stereo not drawn)	18%	-3%	3%	-2%	7%	-1%	-2%	-4%
CN(C)CCCNC(=S)Nc1ccc(Oc2ccccc2)cc1	-32%	-3%	1%	-10%	4%	-3%	1%	-26%
CC(C)c1ccc(N)c(S(=O)(=O)O)c1	10%[10 µM]	-12%	-1%	-3%	0%	-3%	·	-4%
CCC(C)NC(=O)CS(=O)Cc1nc(-c2cccc(OC)c2)oc1C (stereo not drawn)	-21%	5%	-14%	-6%	-5%	-19%	7%	-1%
Cc1cccc(-c2nc(CSCC(=O)N3CCN(Cc4ccc5c(c4)OCO5)CC3)c(C)o2)c1	-1%[10 µM]	-6%	0%	-11%	-9%	?	-13%	-22%
COc1cc(NC(=O)c2ccc(COCC(F)(F)F)o2)cc(OC)c1OC	-8%[10 µM]	6%	-8%	-1%	4%	-9%	?	-5%
COc1cc(C2c3c(-c4ccccc4O)n[nH]c3C(=O)N2Cc2ccncc2)ccc1O (stereo not drawn)	·	·	-15%[76.3 µM]	-8%	1%	-3%	·	·
O=C(CCS(=O)(=O)CCN1CCOCC1)NCNC(=O)CCS(=O)(=O)CCN1CCOCC1	0%[10 µM]	8%	-6%	7%[2.34 µM]	-4%	-5%	8%	3%
CC[C@H]1C(c2cccc(C)c2)=NN(c2ccccc2)[C@@H]1CO	·	?	·	32µM*[quencher]	?	?	·	22%[119 µM]
OCC1(Cc2ccccc2C(F)(F)F)CCN(Cc2cccc3cnccc23)CC1	-33%[inhibitor]	21%	-8%	2%	4%	-7%	-5%	-16%
Cc1ccc(-n2ncc3c(NCCCn4ccnc4)ncnc32)c(C)c1	10%[10 µM]	-2%	2%	-1%	-1%	-2%	-16%	-2%
Cc1ccccc1OCC(=O)NNC(=O)CSc1nc(N)cc(N)n1	-30%	4%	-1%	-3%	-3%	-2%	0%	-1%
CCOC(=O)c1c(NC(=O)CC2SC(N)=NC2=O)sc(C)c1C (stereo not drawn)	-34%[10 µM]	8%	-9%	-13%	2%	-5%	9%	7%
Cc1ccccc1CS(=O)(=O)Cc1ccc(C(=O)NCc2cccnc2)o1	23%	5%	8%	-3%	-8%	-1%	-3%	-9%
COc1cccc(-n2c(Cc3cc(=O)[nH]c(=O)[nH]3)nnc2SCc2cccc(C(F)(F)F)c2)c1	-25%	4%	7%	2%	1%	0%	-9%	12%
CCn1cc(C(=O)NCCCN(C)C)c(=O)c2cc(F)c(N3CCN(C)CC3)cc21	-9%[10 µM]	4%	2%	1%	-5%	-4%	4%	-1%
O=C1c2ccccc2-c2c1cccc2C(=O)N1CCN(C(=O)c2ccco2)CC1	5%	9%	1%	-6%	-3%	-10%	6%	0%
CCOC(=O)c1cnc2c(-c3ccc(F)cc3)cnn2c1C(F)(F)F	-7%[10 µM]	-1%	8%	-3%	-1%	-14%	?	-2%
CCc1ccccc1N(CC)C(=O)c1cn(CC)c(=O)c2cc(OC)c(OC)cc12	-22%	4%	2%	-10%	-4%	-11%	-2%	2%
O=C(CNC1CCCCC1)NCC1(c2ccccc2)CCCC1	-19%[10 µM]	-14%	-4%	6%	-3%	-8%	-4%	-6%
CC(=O)NCCCC(=O)NN1C(=S)N(Cc2ccccc2)C(=O)C1CC(=O)Nc1cccc(C)c1 (stereo not drawn)	3%	-4%	-4%	-10%	-9%	3%	0%	-23%
CCC(C)[C@@H](N)C(=O)N/N=C/c1cccc2nccnc12 (stereo partly drawn)	17%[10 µM]	-3%	1%	-20%	-10%	?	-8%	-3%
O=C(Cn1ncc2c3ccccc3n(Cc3ccc(F)cc3)c2c1=O)NCCC1=CCCCC1	·	·	16%[76.3 µM]	-1%	1%	-1%	·	·
CCC(=O)NC(c1ccccc1OC)c1ccc2cccnc2c1O (stereo not drawn)	-72%[inhibitor][10 µM]	-2%	-3%	2%	11%	2%	-4%	-8%
CCCCNC(=O)C(NS(=O)(=O)c1cccc2nsnc12)c1ccccc1 (stereo not drawn)	-17%	8%	0%	-2%	-3%	2%	1%	0%
COc1ccccc1N(C)S(=O)(=O)c1ccc(C(=O)OCC(=O)N2CCCCCC2)cc1	-13%	-4%	-2%	3%	2%	3%	5%	5%
CC(=O)N1CCC(N(Cc2ccco2)C(=O)Nc2ccc(Br)cc2F)CC1	·	·	17%[76.3 µM]	1%	5%	3%	·	·
Brc1ccc(Cn2c(-c3ccc(Br)o3)nc3ccccc32)o1	·	2%	-20%	-25%	-3%	?	-11%	-6%
